High-throughput results (PubChem)
DT40 TDP1 no CPT – qHTS for Inhibitors of human tyrosyl-DNA phosphodiesterase 1 (TDP1): qHTS in cells in absence of CPT; Potency, µM (top dose mostly 46.2 µM), for the others: at the top dose activity change, negative = growth inhibition, most hits filed as inhibitors; DT40 Tdp1-/- hTDP1 cells, no CPT, ATP luminescence, 48 h; 15% of 420,000 active; active = well fitted inhibition curve with a large enough effect; inconclusive = small, poorly fitted or top-dose-only effect; note: nearly all actives have a fitted effect of over 55% in size
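Camptothecin absent (DMSO only). Human TDP1-complemented DT40 knockout cells, 400 cells/well, 37 °C for minimum 48 hr; ATP measured via CellTiter-Glo, 30 min dark incubation, luminescence.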
* = called active by the depositor; ? = inconclusive. % is set by controls: 0 for no effect and ±100 for the full control effect; potency is the fitted concentration of half-maximal effect. Not all compounds are listed; rates above refer to the full screens.

Structure | DT40 TDP1 no CPT
O=S1(=O)N[C@@H](Cc2ccccc2)COc2cccc(N3CCC[C@H]3CO)c21 | ?
CCn1ncc(Br)c1C(=O)Nc1ccccc1C(=O)OC | -19.3%
CN(C)c1ccc(-c2csc(C(O)c3ccc(F)c(F)c3)n2)cc1 (centres undefined) | 14.6µM*
COc1ccc(CNC(=O)C2(C)Cc3c(-c4ccc(C(N)=O)cc4)ccnc3O2)cc1OC (centres undefined) | -10.8%
CCc1nc2c(OCc3ccc(Cl)cc3)cccn2c1N(C)C(=O)C1CC1 | ?
COC(=O)C1=CN(c2ccc(C)cc2)C(N)=C(C#N)C1c1ccc(OC)cc1 (centres undefined) | ?
O=[N+]([O-])c1cccc(CN2[C@@H](Cc3ccccc3)COCCS2(=O)=O)c1 | ?
Cc1cccc(-c2cc(NC=O)c3ncc(-c4cccc(C(=O)N(C)C)c4)n3c2)c1 | 16.4µM*
COc1ccc(CN2C(=O)C(CC(=O)NCc3cccs3)CC(C(=O)N(C)C)=C2C)cc1 (centres undefined) | -26.1%
Cc1oc(-c2cccc(NC(=O)c3ccccn3)c2)nc1CNC(=O)c1cc(F)c(F)cc1F | -14.5%
O=C(O)C[C@H]1c2cc(C(F)(F)F)ccc2S(=O)(=O)N1C1CCCC1 | ?
COc1ccccc1C(=O)N1CCCC(c2nc(SCCN3CCOCC3)ncc2C)C1 (centres undefined) | ?
Cc1cccc(C)c1N1CCN(C(c2ccnc3ccccc23)c2nnnn2-c2ccc3c(c2)OCCO3)CC1 (centres undefined) | 14.6µM*
Cc1cnc(C)c(-c2cc(F)c3c(c2)CC(CNC(=O)c2cccc(Cn4cccn4)c2)O3)n1 (centres undefined) | -26.2%
COc1ccc(C(=O)O)c(O)c1 | -14.4%
CCOC1=C2[C@@H](CN(S(=O)(=O)c3ccc(C)cc3)[C@H]2c2cccc3ccccc23)[C@H]2C(=O)N(c3ccccc3)C(=O)[C@H]2C1 | -22.8%
CCCCNC(=O)C1(C)CCCCN1C(=O)c1cncc(Br)c1 (centres undefined) | -7.1%
CCc1nc2c(OCc3cccc(Cl)c3)cccn2c1N(C)C(=O)C(C)C | 18.4µM*
CCN(C)C1CN(Cc2cn(Cc3cccc(Cl)c3)nn2)S(=O)(=O)C1 (centres undefined) | -23.7%
Cc1ccc(S(=O)(=O)N2CCN(C(=O)COC(=O)COc3ccc(Cl)c(C)c3)CC2)c(C)c1 | ?
CC(=O)Nc1ccc2nc(N)sc2c1 | -0.6%
COc1ccc(Cc2c(-c3cccc(Cl)c3)nc3ccc(C)cn23)c(C)c1 | 20.6µM*
C=C(/C=C/c1ccc(N(C)C)cc1)c1nc2ccccc2s1 | 0.112µM*
O=C(NCC1CC1)c1cc(-c2ccccc2)nn1CC1CC(c2cccnc2)=NO1 (centres undefined) | -1.5%
O=C(NN=Cc1cccc([N+](=O)[O-])c1)c1cccc2ccccc12 | ?
CCCNC(=O)C1(C)CCN(Cc2ccc(C)c3ccccc23)C1 (centres undefined) | 23.1µM*
CSc1ccc(OC2(C)CCN(Cc3ccc4c(c3)OCCO4)C2)cc1 (centres undefined) | ?
C(=C\c1ccnc2ccccc12)/c1ccc2c(c1)OCO2 | ?
Cc1ccc(C)c(NC(=O)C2(C)CCN2C(C)C)c1 (centres undefined) | ?
CCOC1=C2CN(S(=O)(=O)c3ccc(C)cc3)[C@H](c3cccc(Cl)c3)C[C@H]2[C@H]2C(=O)N(c3ccccc3)C(=O)[C@H]2C1 | -11.9%
O=C(O)CCc1nc2ccccc2[nH]1 | -26.5%
CCN1C(=O)c2ccccc2C1Nc1ccc(OCCN2CCCCC2)cc1 (centres undefined) | -28.5%

Four entries from above, field by field:
> Cc1ccc(S(=O)(=O)N2CCN(C(=O)COC(=O)COc3ccc(Cl)c(C)c3)CC2)c(C)c1
- DT40 TDP1 no CPT: ?

> COC(=O)C1=CN(c2ccc(C)cc2)C(N)=C(C#N)C1c1ccc(OC)cc1 (centres undefined)
- DT40 TDP1 no CPT: ?

> O=C(O)C[C@H]1c2cc(C(F)(F)F)ccc2S(=O)(=O)N1C1CCCC1
- DT40 TDP1 no CPT: ?

> CSc1ccc(OC2(C)CCN(Cc3ccc4c(c3)OCCO4)C2)cc1 (centres undefined)
- DT40 TDP1 no CPT: ?

Continued.
Structure | DT40 TDP1 no CPT
Cc1cccc2[nH]cc(/C=C3/C=Nc4ccccc43)c12 | 3.98µM*
COc1cccc(/C=N/NC(=O)c2cccc3ccccc23)c1OC | ?
O=C(O)CN(CC(=O)O)CC1=CC2C(=CC1=O)Oc1cc(O)c(CN(CC(=O)O)CC(=O)O)cc1C21OC(=O)c2ccccc21 (centres undefined) | ?
COc1ccc(N(C(=O)c2ccco2)C(C(=O)NC2CCCCC2)c2ccccc2)cc1 (centres undefined) | 25.9µM*
O=C(c1ccccc1)c1ccc(OCC(O)CN2CCOCC2)cc1 (centres undefined) | -23.2%
C#CCNC(=O)C[C@@H]1C[C@@]2(C(=O)OCC)CCC=C2N(Cc2ccc3c(c2)OCO3)C1=O | ?
COc1cc(=O)n2c(c1C(=O)NC(C)c1ccco1)CCN(C(=O)c1ccc(F)cc1Cl)CC2 (centres undefined) | 0.1%
O=C(Nc1ccc(F)c(Cl)c1)[C@@H]1O[C@H](CO)[C@H](O)[C@H](O)[C@H]1O | -0.4%
CC1(C(=O)NCc2cccc(Cl)c2)Cc2c(-c3ccc4c(c3)OCO4)ccnc2O1 (centres undefined) | 16.4µM*
Cc1ccc2nc(-c3ccc(NC(=O)C(C)Sc4nncs4)cc3)sc2c1 (centres undefined) | 9.2µM*
CCCN(C(=O)c1cc(S(=O)(=O)N2CCN(CC)CC2)ccc1Cl)C1CCS(=O)(=O)C1 (centres undefined) | -2.4%
CCCCNC(=O)[C@@H]1CC=C[C@@H]2CCN(Cc3ccccc3)C(=O)[C@@H]21 | -62.1%
NC(=S)NN=Cc1nccc2c(C(F)(F)F)cccc12 | 0.731µM*
Cc1cccc(C)c1Cn1c(C)c(C(=O)NCc2ccc(C#N)cc2)sc1=O | 18.4µM*
O=S(=O)(Nc1ccccc1)C1CCCCC1 | 2.7%
CCS(=O)(=O)N1Cc2cc(C(=O)N(C)C)nc(-c3cccc(-c4ccc(F)cc4)c3)c2[C@H]1CCO | -14.1%
Cc1cc2c(cc1C)-n1nnnc1C(N1CCCNCC1)C(=O)N2 (centres undefined) | -17.4%
O=C(OCC(=O)N1CCOCC1)c1cncc(Br)c1 | 7.3%
CC1(C(=O)NCc2ccc(C(F)(F)F)cc2)CCN1Cc1cc2ccccc2o1 (centres undefined) | 18.4µM*
CC(C)N(Cc1nccn1C)C(=O)c1cc(COc2ccc(-n3cncn3)cc2)on1 | ?
Cc1ccc2nc3n(c(=O)c2c1)-c1ncccc1C(=O)NC3Cc1ccccc1 (centres undefined) | ?
COc1cc(CNC[C@H]2O[C@@H](n3ccc(N)nc3=O)[C@H](O)[C@@H]2O)ccc1OCc1ccc(C)cc1 | -10.7%
COc1cccc(N/C=C/C(=O)c2ccc(Br)cc2)c1 | ?
Cc1cccc(NNC(=S)Nc2ccccc2)c1 | 2.59µM*

The listing continues.
molecule | DT40 TDP1 no CPT
CC(C)[C@H](CO)NC(=O)[C@H]1O[C@@H](n2ccc(=O)[nH]c2=O)[C@H](O)[C@@H]1O | 1.2%
COc1ccc(OC2(C)CCN(Cc3ccccc3OC(F)F)C2)cc1 (centres undefined) | ?
c1ccc(Cc2nnc3n2CCN(Cc2cnc(-c4ccccc4)s2)CC3)cc1 | -14.9%
COc1ccc(OCCN2CCC(C(=O)NC(c3ccc(F)cc3)c3ncccc3C)CC2)cc1 (centres undefined) | 16.4µM*
COC(=O)c1cc(CNC(=O)c2cccc3ccccc23)cc(NC(=O)c2ccccc2OC)c1 | ?
CC(C)(C)OC(=O)NS(=O)(=O)NOCc1ccccc1 | 5.4%
O=C(NCCc1ccccc1)Nc1nnc([C@@H]2C[C@H](O)[C@@H](CO)O2)s1 | -2.0%
O=C1c2ccccc2C(c2nnnn2C2CCCCC2)N1CCc1ccc(O)cc1 (centres undefined) | ?
COc1ccc(S(=O)(=O)N(C)C[C@H]2Oc3ccc(NS(=O)(=O)c4cccs4)cc3C(=O)N([C@H](C)CO)C[C@@H]2C)cc1 | ?
Cc1ccc(OC(C)C(=O)Nc2cccc(S(=O)(=O)N3CCCCCC3)c2)cc1 (centres undefined) | ?
CCO[C@H]1OC(C(=O)O)=C[C@@H](C(C)(C)C)[C@@H]1CCCO | 0.7%
Cc1ncc2c(c1CNC(=O)/C=C/c1cccs1)CCN(C(=O)C1CC(=O)OC13CCCCC3)C2 (centres undefined) | -9.4%
C=CCOC(=O)COc1ccc2c3c(c(=O)oc2c1)CCCC3 | 2.3%
COc1ccc(NC(=O)C2(C)Cc3c(-c4cccc(NC(C)=O)c4)ccnc3O2)cc1 (centres undefined) | 1.16µM*
O=C1NC[C@@H](CCCCN2C[C@H](Cc3ccc(O)cc3)N(CCc3ccc(O)cc3)C(=O)C2=O)N(CCc2ccccc2)C1=O | -27.3%
COc1cccc(OCC(=O)NCCS(=O)(=O)N2CCN(c3ccccc3)CC2)c1 | ?
O=C(O)C1C=CCC(C(=O)O)C1 (centres undefined) | 16.2%
C#CCN(C[C@@H]1[C@@H](OC(=O)NC2CC2)[C@@H](OC(=O)NC2CC2)Cn2c(=O)n(CCCCCC)c(=O)n21)S(=O)(=O)c1ccc(C)cc1 | 18.4µM*
CCc1nc2c(OCCC3CCCCC3)cccn2c1N(C)C(=O)c1ccc(OC)cc1 | 20.6µM*
CC1(C(=O)Nc2cccc3cccnc23)CCN1C(=O)Cc1ccc(Cl)cc1Cl (centres undefined) | 20.6µM*
C/C(=N\NC(=O)C1CC1)c1ccc(C)cc1C | -17.0%
CCOC(=O)N1CCC(=NNC(N)=O)C1 | -0.6%
CC(=O)Nc1ccc(-c2ccnc3c2CC(C)(C(=O)Nc2cccc(Oc4ccccc4)c2)O3)cc1 (centres undefined) | 16.4µM*
COc1ccc(C(=O)NCCNc2nc3cc(C)cc(C)c3cc2C#N)nc1 | -20.4%
O=C(CNC(=O)c1ccccc1)OC(C(=O)O)c1ccc(F)cc1 (centres undefined) | ?
O=C(NCCc1ccc2c(c1)OCO2)Oc1ccccc1 | ?
COc1ccc(C(C(=O)NCc2ccccc2)n2c(=O)c(-c3ccco3)nc3ccccc32)cc1 (centres undefined) | ?
Cc1cc(C)cc(NC(=O)C2CC23CCN(Cc2ccc4ncccc4c2)CC3)c1 (centres undefined) | ?
C[C@@H]1CCCCO[C@H](CN(C)C(=O)Nc2ccc3c(c2)OCO3)[C@@H](C)CN([C@H](C)CO)C(=O)c2cc(NS(=O)(=O)c3ccc(F)cc3)ccc2O1 | 20.6µM*
O=C1CSC(=S)N1N=Cc1cccc2ccccc12 | ?

Structural class, the compounds so far containing a CF3 group (3)
molecule | DT40 TDP1 no CPT
O=C(O)C[C@H]1c2cc(C(F)(F)F)ccc2S(=O)(=O)N1C1CCCC1 | ?
NC(=S)NN=Cc1nccc2c(C(F)(F)F)cccc12 | 0.731µM*
CC1(C(=O)NCc2ccc(C(F)(F)F)cc2)CCN1Cc1cc2ccccc2o1 (centres undefined) | 18.4µM*

The results go on.
molecule | DT40 TDP1 no CPT
CC1(C(=O)NS(=O)(=O)c2cccc(C#N)c2)CCN1C(=O)Cc1cc(F)ccc1F (centres undefined) | -0.9%
O=C(CC1SCCNC1=O)NCc1ccccc1 (centres undefined) | -1.4%
COc1ccc(NC(=O)N(C)C[C@@H]2OCc3cnnn3CCCC(=O)N([C@H](C)CO)C[C@H]2C)cc1 | ?
CCCCC(O)C1=C[N+](=O)CC=C1 (centres undefined) | -15.5%
Cc1nc(N)nc(Cl)c1CCC1OCCO1 | -6.8%
C[C@H](NC(=O)OC(C)(C)C)C(=O)c1ccco1 | -3.7%
CC(=O)Nc1ccc(/C=C/c2nc3ccccc3s2)cc1 | 11.2µM*
CCCCCC(=O)OCc1ccc(C2=CC(=O)CC(C)(C)C2=O)cc1 | -12.7%
COc1ccc2c(c1)CSC(c1ccccc1)C2=O (centres undefined) | ?
CC(C)(C)OC(=O)N1CCC(NC(=O)c2[nH]cnc2C(=O)Nc2ccc(Br)cc2F)CC1 | 18.4µM*
Cn1cnc2nc[nH]c2c1=O | 4.7%
CC1(C(=O)NS(=O)(=O)C2CC2)CCCN(C(=O)c2ccc(F)c(Cl)c2)C1 (centres undefined) | 5.17µM*
COc1cccc(CN2CCC3(CCC(CNC(=O)c4ccccc4)O3)CC2)c1 (centres undefined) | 3.7%
COc1cc2c(cc1OC)C(=Cc1ccc(N(C)C)cc1)C=C2 | ?
CN[C@H]1C[C@@H](c2ccccc2)N(C(C)=O)C[C@H]1CO | 3.2%
O=C(NCC(c1cccs1)N1CCOCC1)c1cc(F)cc(F)c1 (centres undefined) | 14.6µM*
CCCCn1c(N)c(N(CC)C(=O)CN2C(=O)NC(C)(c3ccccc3)C2=O)c(=O)[nH]c1=O (centres undefined) | -4.0%
Cc1ccc(S(=O)(=O)NN(Cc2ccccc2)Cc2ccccc2)cc1 | -13.3%
CC(=O)OCC(=O)[C@@]1(O)CCC2C3CCC4=CC(=O)CC[C@]4(C)C3[C@@H](O)C[C@@]21C (some centres undefined) | -29.9%
Cc1cc(CC(=O)O)c2oc(-c3ccoc3)cc(=O)c2c1 | -0.4%
C=CCOc1cccc(C2C(C(=O)c3ccc(C)o3)=C(O)C(=O)N2CCCn2ccnc2)c1 (centres undefined) | 15.9%
COC(=O)C1CCCCN1Cc1ccc2c(c1)CN(Cc1cc(OC)c3c(c1)OCO3)CCO2 (centres undefined) | ?
CCOC1=C2CN(S(=O)(=O)c3ccc(C)cc3)C(c3cccc(Cl)c3)CC2N(S(=O)(=O)c2ccc(C)cc2)C(c2ccncc2)C1 (centres undefined) | 16.4µM*
